Mm-Cpn inhibitor = M. maripaludis TRiC chaperonin inhibition. purified Mm-Cpn ATPase, ADP Transcreener TR-FRET. Potency, µM (series often up to 76.9 µM), for inactives: top-dose activity, negative = inhibition, actives largely listed as inhibitors. 330,000 compounds, 0.031% hits; also: potency is read from the fitted curve at half-maximal effect; % is scaled to controls: 0 for no effect and ±100 for the full control effect; nearly all actives have a fitted effect of over 80% in size
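Inhibition of chaperonin ATP hydrolysis is measured as reduced ADP production, detected by competitive TR-FRET in which signal falls with ADP. Final enzyme 25 nM and ATP 10 uM, reacted 30 min at 37°C.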
pAkt inh = inhibitors of Akt phosphorylation | Neuro2A IGF-stimulated pAkt S473 HTRF, 20 min; active compounds read low | activity change, % for hits at 50 µM | 360,000 compounds, 0.32% hits | AID 651550; in the data active = activity change below about -80%; inconclusive = mostly about -51% to -80%; also: % is scaled to controls: 0 for no effect and ±100 for the full control effect
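Single-point screen (50 µM final compound) in Neuro2A cells stimulated 20 min with 6 nM IGF at 37 deg C. After lysis, Ser473-phosphorylated Akt read by HTRF (ex 330 nm, em 615/665 nm) as the 665/615 ratio.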
D3 ag = D3 dopamine receptor (human) agonism; P35462; D3R DiscoveRx beta-arrestin cells, luminescence, 90 min; max activation, %; 410,000 compounds, 0.58% hits; AID 652048; in the data active = max activation above about 30%; also: 0% is about no effect; mostly tested at two doses, the higher about 12 µM
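Agonist-mode cell screen: cells plated at 1500/well and incubated overnight at 37 °C, then exposed to library compounds for 90 min at 37 °C. Detection reagent was added for 30–60 min at room temperature, and luminescence was read.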
EPAC2 ag = EPAC2 (human) agonism. Q8WZA2. EPAC2 activation, biochemical qHTS; response scale: 100% = 6.5 mM cAMP response. Potency, µM (highest dose often 154 µM), inactives show top-dose activation, most hits filed as activators. 360,000 compounds, 0.079% hits. AID 720711; also: potency is read from the fitted curve at half-maximal effect; nearly all actives have a fitted effect of over 50% in size
Target sequence (Q8WZA2 whole entry, looked up): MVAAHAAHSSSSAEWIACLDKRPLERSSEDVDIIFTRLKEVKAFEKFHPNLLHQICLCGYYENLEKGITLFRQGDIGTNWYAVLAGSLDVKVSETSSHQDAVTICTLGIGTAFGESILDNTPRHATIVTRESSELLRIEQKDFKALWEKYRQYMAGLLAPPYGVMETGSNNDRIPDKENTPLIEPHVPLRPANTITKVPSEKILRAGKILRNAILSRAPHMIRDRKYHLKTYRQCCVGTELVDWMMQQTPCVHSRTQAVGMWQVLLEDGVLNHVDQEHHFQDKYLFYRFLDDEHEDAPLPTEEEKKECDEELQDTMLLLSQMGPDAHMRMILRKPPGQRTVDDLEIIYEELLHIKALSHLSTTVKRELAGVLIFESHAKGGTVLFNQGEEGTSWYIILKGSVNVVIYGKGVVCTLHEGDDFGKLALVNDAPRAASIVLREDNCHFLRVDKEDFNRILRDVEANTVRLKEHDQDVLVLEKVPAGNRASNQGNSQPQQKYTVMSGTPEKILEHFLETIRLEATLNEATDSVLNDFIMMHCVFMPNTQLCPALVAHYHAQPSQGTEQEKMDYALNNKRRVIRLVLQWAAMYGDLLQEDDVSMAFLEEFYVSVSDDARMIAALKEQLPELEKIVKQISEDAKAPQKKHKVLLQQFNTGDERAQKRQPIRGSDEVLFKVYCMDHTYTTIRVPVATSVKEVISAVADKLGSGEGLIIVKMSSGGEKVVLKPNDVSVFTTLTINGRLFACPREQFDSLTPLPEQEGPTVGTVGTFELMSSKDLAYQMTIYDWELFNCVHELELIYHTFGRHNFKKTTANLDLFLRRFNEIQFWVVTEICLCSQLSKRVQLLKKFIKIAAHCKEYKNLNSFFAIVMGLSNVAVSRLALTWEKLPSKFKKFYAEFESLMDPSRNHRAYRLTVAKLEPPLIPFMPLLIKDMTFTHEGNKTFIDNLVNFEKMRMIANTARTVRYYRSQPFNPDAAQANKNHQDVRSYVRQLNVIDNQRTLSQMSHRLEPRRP
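Guanine nucleotide exchange by EPAC2 is measured as reduced fluorescence of BODIPY-GDP once it is released from 250 nM Rap1B. Plates are read kinetically for 30 min at room temperature; results are scaled to 6.5 mM cAMP.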
D3 antag = antagonists of human D3 dopamine receptor; 360,000 compounds, 2.5% hits; D3R cells, DiscoveRx beta-arrestin luminescence, antagonist mode; active compounds read low; P35462; max response, negative = inhibition, %; in the data active = max response below about -50%; inconclusive = no clear call, values can overlap the other calls; also: % is scaled to controls: 0 for no effect and ±100 for the full control effect; mostly tested at two doses, the higher about 12 µM
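Cells expressing the human receptor were seeded at 1500 cells/well, incubated overnight at 37 degrees C in 5% CO2, then exposed to library compounds with dopamine controls for 90 minutes at 37 degrees C before luminescent detection.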
EPAC2 antagonist = antagonists of human EPAC2 | Q8WZA2 | EPAC2 GEF exchange of Rap1B-BODIPY-GDP, fluorescence | Potency, µM (top dose mostly 114 µM), for the others: at the highest dose activity, negative = inhibition, actives largely listed as inhibitors | 360,000 compounds, 0.18% hits | AID 720708; also: potency is read from the fitted curve at half-maximal effect; % is scaled to controls: 0 for no effect and ±100 for the full control effect; nearly all actives have a fitted effect of over 45% in size; many of its hits are not listed in these tables
CCT chaperon mod = cytosolic chaperonin activity modulation. purified chaperonin ATPase assay, HTRF ADP detection, 30 min. activity change, % (no concentration beside the values), hits read low. 360,000 compounds, 0.3% hits. AID 651819; in the data active = activity change below about -30%; also: % is scaled to controls: 0 for no effect and ±100 for the full control effect
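We incubate TRiC, 40 or 20 nM final, with library compounds at 76 uM and 10 uM ATP for 30 min at 37 °C. ADP formed is detected with Transcreener HTRF reagents after 30 min at room temperature.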
PTHR1 agonist = agonists of human PTHR1 parathyroid hormone receptor | HEK293 GP2 PTHR1 cells, GloSensor cAMP luminescence, 1 h | Potency, µM (titrated, usually from 115 µM), without a hit: at the top dose activation, actives largely listed as activators | 410,000 compounds, 0.075% hits; also: potency is read from the fitted curve at half-maximal effect; nearly all actives have a fitted effect of over 55% in size; some results filed as inactive show a strong effect at the top dose; inactives centre near -15; many of its hits are not listed in these tables
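HEK-293-derived GP2 cells expressing PTHR1 and a GloSensor cAMP reporter, 3,000/well, plated overnight, given luciferin plus IBMX (each 0.5 mM as added) for 1 h at 37 °C, then compound for 1 h at 37 °C. Luminescence was read after 15 min at room temperature.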
Numbers without * were called inactive; i = inactive; u = inconclusive; x = not tested or not shown; & = joins results of further samples; [ ] = remark or other dose. Unless noted, calls follow the shape of the dose curve; as a rule, active = well fitted curve in the direction sought with a large enough effect; inconclusive = small, poorly fitted or top-dose-only effect, or another doubt; inactive = no such curve, though single readings can be large; an effect the other way counts as inactive or inconclusive.

canonical_smiles	Mm-Cpn inhibitor	pAkt inh	D3 ag	EPAC2 ag	D3 antag	EPAC2 antagonist	CCT chaperon mod	PTHR1 agonist
COc1ccc2c(=O)c3c(=O)n(-c4ccccc4)c(-c4ccco4)nc3oc2c1	-10%	i	0	9%	-18	-6%	-1.0	i
COc1ccc(-c2ccnc(SCC(=O)c3ccc(Br)cc3)n2)cc1	-7%	i	-2	12%	-18	3%	0.3	i
CCOc1ccccc1NC(=O)C1CCN(c2ccc(S(=O)(=O)N3CCCC3)cc2)CC1	1%	i	-7	-1%	15	-21%	2.3	u
COc1ccc(/C=N/n2cnnc2SCCO)cc1OC	-2%	i	-5	3%	-5	-9%	-3.3	-14%[57.5 µM]
OCCC1CN(Cc2cccc(C(F)(F)F)c2)CCN1Cc1ccccc1 (stereo not drawn)	2%	i	-13	-4%	-72*	-5%	0.3	-28%
CCOc1ccc(NC(=O)Nc2nnc(CC(=O)NCc3ccccc3)s2)cc1	-2%	i	-2	2%	12	-23%	1.9	-15%
CC(CC(=O)O)CC(=O)Nc1ccc(S(N)(=O)=O)cc1 (stereo not drawn)	-5%	i	-10	6%	25	0%	-1.3	i
O=C(Nc1ccc(S(=O)(=O)Nc2nccs2)cc1)c1cccc(F)c1	2%	i	0	9%	-21	-10%	-3.3	-36%[inhibitor]
O=C(CCCn1cnc([N+](=O)[O-])n1)Nc1ccc(Cl)cc1Cl	0%	i	6	5%	9	-18%	-0.8	-13%
Cc1ccc(C)c(NC(=O)C(=O)NCCc2c[nH]c3ccccc23)c1	2%	i	9	-7%	2	8%	0.7	i

(more compounds)
canonical_smiles	Mm-Cpn inhibitor	pAkt inh	D3 ag	EPAC2 ag	D3 antag	EPAC2 antagonist	CCT chaperon mod	PTHR1 agonist
Cc1ccc(NC(=O)c2cc(=O)c3ccccc3o2)cc1S(=O)(=O)N1CCOCC1	-2%	i	-9	-2%	35	-8%	1.0	-36%[inhibitor]
CCn1c(C)nnc1SCC(=O)Nc1nccs1	0%	i	4	10%	5	10%	-1.7	i
Cc1ccc(N2C(=O)CC(Nc3ccccc3)C2=O)cc1 (stereo not drawn)	0%	i	2	9%	2	0%	-1.0	i
Cc1ccsc1C(=O)OCC(=O)NCc1ccco1	0%	i	6	5%	12	7%	-8.6	-3%
CCOc1cc(/C=C(\C#N)C(=O)Nc2ccc(S(N)(=O)=O)cc2)ccc1OCCN1CCOCC1	-1%	i	-4	11%	-18	0%	-3.1	-10%
CC(Sc1nc2c(c(=O)n(C)c(=O)n2C)n1Cc1cc2c(cc1Cl)OCO2)C(=O)O (stereo not drawn)	0%	i	-3	1%	-12	8%	1.7	i
O=C(Cn1c(O)c(/C=C2\C=Nc3ccccc32)sc1=O)Nc1ccc2c(c1)OCO2	-2%	i	-4	3%	-13	-7%	-2.7	i
COc1ccc(/C=C/C(=O)N2CCOCC2)cc1OC	-1%	i	6	11%	-4	4%	-0.6	-17%
CCC(C)C(NC(=O)C1CCC(C)CC1)C(=O)NCCc1ccc(S(N)(=O)=O)cc1 (stereo not drawn)	-2%	i	-2	-9%	-1	3%	0.2	i
O=C(c1cc(F)c(F)cc1Cl)N1CCN(S(=O)(=O)c2cccs2)CC1	2%	i	1	2%	2	7%	-0.7	-1%

(more compounds)
canonical_smiles	Mm-Cpn inhibitor	pAkt inh	D3 ag	EPAC2 ag	D3 antag	EPAC2 antagonist	CCT chaperon mod	PTHR1 agonist
CCc1cc(C(=O)OC)c(NC(=O)CN2CCN(C(=O)C3CCCO3)CC2)s1 (stereo not drawn)	2%	i	1	10%	0	17%	-1.6	i
CCCN(c1ccc(C)cc1)c1nc(=O)c2cccnc2s1	3%	i	16	5%	14	12%	0.7	i
O=C1CC(N2CCN(C(c3ccccc3)c3ccccc3)CC2)C(=O)N1 (stereo not drawn)	2%	i	3	-4%	-22	6%	-1.3	-4%[57.5 µM]
Cc1nc2sc3c(c2c(=N)n1N)CCCC3	-2%	i	15	2%	-6	7%	0.8	i
Cc1nc(C(=O)O)cc2c1[nH]c1ccccc12	1%	i	5	-1%	-1	2%	0.9	9%
CN(c1ccccc1)S(=O)(=O)c1cccc(NC(=O)Cc2c(F)cccc2Cl)c1	-2%	i	4	-2%	2	8%	0.2	-11%
O=C(/C=C/c1cccc([N+](=O)[O-])c1)N1CCOCC1	0%	i	-1	-9%	-20	8%	2.4	i
Cc1nccn1CCC(=O)Nc1ccc(Cl)cc1	-1%	i	-1	4%	6	3%	-2.2	i
Cc1ccc(C(=O)Nc2nc(C)c(C(=O)N(C)C)s2)o1	1%	i	0	11%	-14	-14%	-1.5	-6%
COc1ccc(S(=O)(=O)N2CCN(C(=O)Cc3cccs3)CC2)cc1	-1%	i	0	11%	26	6%[57.1 µM]	-0.2	-6%

Part of the list above, with each value named.
> OCCC1CN(Cc2cccc(C(F)(F)F)c2)CCN1Cc1ccccc1 (stereo not drawn)
  Mm-Cpn inhibitor: 2%; pAkt inh: i; D3 ag: -13; EPAC2 ag: -4%; D3 antag: -72*; EPAC2 antagonist: -5%; CCT chaperon mod: 0.3; PTHR1 agonist: -28%

> CCOc1ccc(NC(=O)Nc2nnc(CC(=O)NCc3ccccc3)s2)cc1
  Mm-Cpn inhibitor: -2%; pAkt inh: i; D3 ag: -2; EPAC2 ag: 2%; D3 antag: 12; EPAC2 antagonist: -23%; CCT chaperon mod: 1.9; PTHR1 agonist: -15%

> CC(CC(=O)O)CC(=O)Nc1ccc(S(N)(=O)=O)cc1 (stereo not drawn)
  Mm-Cpn inhibitor: -5%; pAkt inh: i; D3 ag: -10; EPAC2 ag: 6%; D3 antag: 25; EPAC2 antagonist: 0%; CCT chaperon mod: -1.3; PTHR1 agonist: i

Following part
canonical_smiles	Mm-Cpn inhibitor	pAkt inh	D3 ag	EPAC2 ag	D3 antag	EPAC2 antagonist	CCT chaperon mod	PTHR1 agonist
CC(C)[C@H]1CC[C@@H](C)C(C(=O)c2ccccc2)C1=O (stereo partly drawn)	1%	i	2	-10%	0	0%	-0.7	i
COc1cnc(-c2ccccc2)nc1Oc1ccc(C(C)(C)C)cc1	0%	i	-6	-1%	24	-11%	-1.5	i
CC(C)(C)OC(=O)NCCCCCc1cn(CC(=O)NCCCCCCCCCCC(=O)N2CCN(C(=O)OC(C)(C)C)CC2)nn1	3%	i	1	-12%	11	15%	0.8	-38%
C[C@H]1CCCCO[C@H](CN(C)Cc2ccc(C(=O)O)cc2)[C@@H](C)CN([C@@H](C)CO)C(=O)c2cc(NS(=O)(=O)c3cn(C)cn3)ccc2O1	x	i	2	3%	9	-6%	-0.5	-16%
Cc1ccc2cc(/C=N/NC(=O)c3ccccc3[N+](=O)[O-])c(Cl)nc2c1	-4%	i	1	-3%	15	-13%	1.8	i
CS(=O)(=O)N(CC(=O)N1CCN(c2cccc(Cl)c2)CC1)C1CCCCC1	2%	i	0	-3%	16	0%	0.5	i
Cc1ccccc1OCCn1cc(C(=O)O)c2ccccc21	2%	i	-6	6%	-7	-18%	-0.4	-16%
Cc1ccc(C)c(S(=O)(=O)N2CCN(C(=O)c3cccn3C)CC2)c1	-5%	i	-1	9%	-9	3%	-0.4	-3%
O=C(CN1CCC(O)(c2ccc3c(c2)OCO3)CC1)N1CCOCC1	0%	i	3	4%	15	3%	-0.4	-11%[57.5 µM]
Cc1onc(-c2ccccc2Cl)c1C(=O)N1CCCC1	0%	i	15	0%	3	9%	-1.7	i

Going on with the list:
canonical_smiles	Mm-Cpn inhibitor	pAkt inh	D3 ag	EPAC2 ag	D3 antag	EPAC2 antagonist	CCT chaperon mod	PTHR1 agonist
CN(C)c1ccc(NC(=O)Nc2ccc3c(c2)c(=O)n(C)n3-c2ccccc2)cc1	x	i	-5	4%	0	4%	-0.9	-41%[inhibitor]
O=C(CSc1cccc(C(F)(F)F)c1)N1CCN(S(=O)(=O)c2ccccc2)CC1	1%	i	4	11%	u	-15%	-1.8	-21%
COc1ccc(C(=O)C2CCCN(C(=O)c3cccs3)C2)cc1F (stereo not drawn)	1%	i	-9	11%	-1	-10%	-0.4	-6%
CN(Cc1ccccc1)C(=O)c1ncn(C)c1C(=O)N(C)Cc1ccccc1	0%	i	1	9%	-7	3%	1.9	-2%
COc1ccc(C(=O)NCc2nnc(SCC(=O)Nc3nc4ccc(C)cc4s3)o2)cc1OC	3%	i	4	13%	5	0%	-1.9	i
O=C1NC[C@H](CCCCN2CCN(CC3CCCCC3)C(=O)C2=O)N(CCc2ccccc2)C1=O	x	i	2	1%	9	-1%	1.1	-5%
CCCn1nnc(NC(=O)c2cccc(OCc3ccccc3)c2)n1	2%	i	-5	11%	5	11%	1.8	i
Cc1nnc(SCCn2c(N3CCC(C)CC3)nc3c2c(=O)n(C)c(=O)n3C)s1	x	x	4	-5%	-5	-2%	0.7	i
CC(CNC(=O)CC[C@H]1O[C@@H](n2cnc3c(NC(=O)c4ccccc4)ncnc32)[C@H](O)[C@@H]1O)c1ccccc1 (stereo partly drawn)	x	i	-3	6%	-22	7%	-4.7	-7%
COc1ccc(CNC(=O)c2nn(-c3ccccc3)cc2OC)cc1	1%	i	-21	10%	0	-10%	-0.3	i
CCCCCCSc1ccc(-c2nc3ccc(C)cn3c2NCc2ccccc2)cc1	-1%	i	15&-1	-4%&-2%	7&28	-11%&5%	2.0&-1.1	-17%

A different layout for part of the listing above:
The line under a structure holds: Mm-Cpn inhibitor, pAkt inh, D3 ag, EPAC2 ag, D3 antag, EPAC2 antagonist, CCT chaperon mod, PTHR1 agonist
Cc1ccc(C(=O)Nc2nc(C)c(C(=O)N(C)C)s2)o1
 : 1%, i, 0, 11%, -14, -14%, -1.5, -6%
COc1ccc(S(=O)(=O)N2CCN(C(=O)Cc3cccs3)CC2)cc1
 : -1%, i, 0, 11%, 26, 6%[57.1 µM], -0.2, -6%
CC(C)[C@H]1CC[C@@H](C)C(C(=O)c2ccccc2)C1=O (stereo partly drawn)
 : 1%, i, 2, -10%, 0, 0%, -0.7, i
COc1cnc(-c2ccccc2)nc1Oc1ccc(C(C)(C)C)cc1
 : 0%, i, -6, -1%, 24, -11%, -1.5, i

From PubChem

This is a subset; the hit share may differ from the screen's.
